Assay outcomes deposited in PubChem BioAssay by National Center for Advancing Translational Sciences (NCATS).
N370S GC mod – inhibitors or activators of N370S glucocerebrosidase for Gaucher disease | N370S GC spleen homogenate, 4MU-glucoside fluorescence | Potency, µM (series often up to 59.4 µM), without a hit: at the top dose activity change, negative = inhibition, actives largely listed as inhibitors | 330,000 compounds, 0.092% hits | AID 2101;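 also: 0% = full enzyme activity and -100% = no enzyme basal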
FEN1 inh – human FEN1 inhibition. P39748. Recombinant FEN1 flap cleavage, fluorescence, 15 min. Potency, µM (series often up to 114 µM), for inactives: at the top dose activity change, negative = inhibition, actives largely listed as inhibitors. 390,000 compounds, 0.35% hits; also: nearly all actives have a fitted effect of over 65% in size
Target sequence (P39748 whole entry, looked up): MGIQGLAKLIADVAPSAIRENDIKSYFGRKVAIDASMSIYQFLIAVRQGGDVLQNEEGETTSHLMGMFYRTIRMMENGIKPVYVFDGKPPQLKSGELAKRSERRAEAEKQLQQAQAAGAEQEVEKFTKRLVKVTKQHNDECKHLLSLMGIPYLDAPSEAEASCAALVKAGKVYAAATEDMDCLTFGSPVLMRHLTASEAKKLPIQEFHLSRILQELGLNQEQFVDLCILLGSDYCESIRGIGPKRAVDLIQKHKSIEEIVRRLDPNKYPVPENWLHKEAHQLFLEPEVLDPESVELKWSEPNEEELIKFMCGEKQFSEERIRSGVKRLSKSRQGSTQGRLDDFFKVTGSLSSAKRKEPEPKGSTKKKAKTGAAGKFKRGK
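Enzyme 10 nM, 15 min RT preincubation with compound; start with substrate 50 nM final; reads at 0 and 15 min; qHTS titration, four-parameter Hill fit.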
TDP1 block – TDP1 (human) enzyme inhibition; Potency, µM (series often up to 130 µM), without a hit: at the top dose activity change, negative = inhibition, hits mostly inhibitors; AID 485290; recombinant TDP1, AlphaScreen DNA substrate cleavage; Q9NUW8; 350,000 compounds, 0.28% hits; also: nearly all actives have a fitted effect of over 40% in size
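Steps: enzyme plus compound, 15 min RT; add biotin/phosphotyrosine-FITC oligonucleotide (15 nM final), react 5 min; add donor/acceptor beads (10 ug/ml final), 10 min; read AlphaScreen. Tdp1 at 1 nM final.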
* = called active by the depositor; u = inconclusive; x = not tested or not shown; & = joins results of further samples. Calls follow the shape of the dose curve; as a rule, active = well fitted curve in the direction sought with a large enough effect; inconclusive = small, poorly fitted or top-dose-only effect, or another doubt; inactive = no such curve, though single readings can be large; an effect the other way counts as inactive or inconclusive. Unless noted, % is scaled to controls: 0 for no effect and ±100 for the full control effect; potency is read from the fitted curve at half-maximal effect.

#1 COc1ccc(CNc2ccc(C)c(C)c2)c(OC)c1OC
#2 Cn1cnc2cc(NCc3ccccc3O)ccc21
#3 CN1CCN(c2ccccc2NC(=O)c2ccc(OCc3ccccc3)cc2)CC1
#4 O=C(NCCCNC(=O)c1ccc(Cl)cc1Cl)c1cnccn1
#5 O=C(O)c1ccc(NCc2cccs2)cc1

compound no. | 1 | 2 | 3 | 4 | 5
FEN1 inh | -5.0% | 0.3% | -23.0% | -11.3% | 13.1%
TDP1 block | 8.9% | 6.6% | 7.8% | 2.9% | x
N370S GC mod | -4.3% | -6.1% | -19.5% | -5.3% | -3.5%

#6 COC(=O)C1=CN(Cc2ccc(OC)c(OC)c2)C=C(C(=O)OC)C1c1cccc(O)c1
#7 CCOCCNC(=O)c1ccc2c3c(cccc13)CC2
#8 CC(C)NS(=O)(=O)c1ccc(CCC(=O)O)cc1
#9 COc1ccc(-c2ccc(-c3nnc(-c4ccncc4)o3)cc2)cc1
#10 CCN(CC(=O)Nc1ccc(NC(C)=O)cc1)C(=O)CCCc1c[nH]c2ccccc12

compound no. | 6 | 7 | 8 | 9 | 10
FEN1 inh | -9.6% | 0.0% | -4.4% | x | -19.0%
TDP1 block | x | 0.0% | -2.8% | 5.1% | 2.9%
N370S GC mod | u | 0.1% | -1.3% | 6.2% | x

#11 Cc1ccccc1C(=O)NCCc1sc(-c2ccc(Cl)cc2)nc1C
#12 COc1ccc(C2C(C(=O)Nc3cccnc3)=C(C)Nc3nc(-c4ccccc4)nn32)cc1OC (stereo not given)
#13 Cc1nc(SC2CC(=O)N(c3cc(Cl)cc(Cl)c3)C2=O)nc2c1CCCC2 (stereo not given)
#14 COc1ccc(C(=O)Nc2ccc(S(=O)(=O)N3CCCCC3C)cc2)c(OC)c1OC (stereo not given)
#15 COc1ccccc1N(C)S(=O)(=O)c1ccc(Cl)c(C(=O)NCC2(N(C)C)CCCCC2)c1

compound no. | 11 | 12 | 13 | 14 | 15
FEN1 inh | 2.7% | -0.3% | 0.6% | -8.2% | 0.1%
TDP1 block | 6.5% | -1.1% | 1.0% | 8.0% | x
N370S GC mod | x | x | 7.8% | -28.0% | -3.8%

#16 Cc1nn(CC(=O)Nc2nnc(C(C)C)s2)c(=O)c2ccccc12
#17 CC1CN(S(=O)(=O)c2cccc(C(=O)NCCC3=CCCCC3)c2)CC(C)O1 (stereo not given)
#18 Cc1ncc(CO)c(/C=N/NC(=S)Nc2cccc(Cl)c2)c1O
#19 CCc1noc(N)c1C(=O)Nc1ccc(Cl)cc1
#20 O=C(CCc1ccccc1)c1ccc2c(c1)OCCCO2

compound no. | 16 | 17 | 18 | 19 | 20
FEN1 inh | -13.8% | -15.8% | 5.9% | -10.5% | -5.2%
TDP1 block | 2.5% | x | 2.7% | -0.8% | x
N370S GC mod | -20.8% | -0.9% | -29.5% | 1.6% | 4.9%

#21 COc1ccc(/C=N/c2oc(C)c(C)c2C#N)c(OC)c1
#22 COc1ccc(/C(O)=C2/C(=O)C(=O)N(CCN3CCNCC3)C2c2cccc([N+](=O)[O-])c2)cc1 (stereo not given)
#23 CCC(=O)NC(=S)NNC(=O)c1ccccc1[N+](=O)[O-]
#24 Cc1ccc(OCC(=O)NC(=S)Nc2ccc3c4c(cccc24)CC3)cc1
#25 Cc1nnc(NC(=O)CSc2ccc(-c3ccccn3)nn2)s1

compound no. | 21 | 22 | 23 | 24 | 25
FEN1 inh | 0.7% | 5.5% | -3.0% | 7.8% | x
TDP1 block | -2.4% | 4.9% | 5.9% | 5.3% | 3.1%
N370S GC mod | -1.7% | -1.1% | -4.1% | 11.6% | -2.4%

Reprinted, compounds 24–25
#24 Cc1ccc(OCC(=O)NC(=S)Nc2ccc3c4c(cccc24)CC3)cc1
#25 Cc1nnc(NC(=O)CSc2ccc(-c3ccccn3)nn2)s1

compound no. | 24 | 25
FEN1 inh | 7.8% | x
TDP1 block | 5.3% | 3.1%
N370S GC mod | 11.6% | -2.4%

Further compounds follow.
#26 CC(=O)N1CCC2(CC1)OC(=O)C(C)=C2C(=O)NCc1ccccc1Cl
#27 Cc1cc(Cl)ccc1NC(=O)CN1C(=O)C(=O)N(C2CCCC2)C1=O
#28 CC1CCN(CCNC(=O)c2ccc(Cn3c(SCc4ccccc4)nc4cccnc43)cc2)CC1
#29 COc1cc(OC)c(NC(=O)c2c(C)oc3ncn(C)c(=O)c23)cc1Cl
#30 CCOC(=O)N1CCc2c(sc3c2c(=O)n(Cc2ccccc2)c(=O)n3CC(=O)Nc2ccccc2F)C1

compound no. | 26 | 27 | 28 | 29 | 30
FEN1 inh | 15.2% | -12.4% | -9.8% | -6.5% | -9.3%
TDP1 block | 5.0% | 1.4% | 1.0% | 9.0% | 3.8%
N370S GC mod | x | x | x | x | x

#31 O=C(CSc1nnc(NC(=O)C2CC(=O)N(c3ccccc3)C2)s1)NC1CCCC1 (stereo not given)
#32 CC(C)(C(=O)N[C@H](CO)c1ccccc1)C(=O)N[C@H](CO)c1ccccc1
#33 CCC(C)C(NC(=O)OC(C)(C)C)C(=O)NC1COC2CC(n3ccc(=O)[nH]c3=O)OC12 (stereo not given)
#34 COc1cc(NC(=O)CSc2nc(-c3cccs3)cc(C(F)(F)F)n2)cc(OC)c1OC
#35 O=C1CC[C@H](O)CCN1[C@H](CSc1ccccc1)Cc1ccccc1

compound no. | 31 | 32 | 33 | 34 | 35
FEN1 inh | 3.3% | 17.8% | -3.2% | -7.0% | 17.5%&-0.8%
TDP1 block | 3.7% | x | 6.2% | 3.2% | x
N370S GC mod | -8.8% | -2.2% | -4.0% | x | -5.4%

#36 COc1cc2nc(SCC(=O)NCc3ccco3)n(Cc3ccc(Cl)cc3)c(=O)c2cc1OC
#37 N#Cc1cccc(NC(=O)CN2CCN(Cc3ccccc3)CC2)c1
#38 CCCCNc1c(-c2cccc(-c3cc(C(C)=O)cs3)c2)nc2ccc(C)cn12
#39 CCN(CC)c1ccc(NC(=O)Cn2nnc(-c3cccc(OC)c3OC)n2)c(C)c1
#40 Cc1cc(C)nc(Nc2nc(=O)c3ccccc3s2)n1

compound no. | 36 | 37 | 38 | 39 | 40
FEN1 inh | -16.1% | -13.2% | u | 16.5% | -4.8%
TDP1 block | 4.9% | 11.1% | 7.8% | -5.2% | 3.8%
N370S GC mod | -9.7% | -13.4% | u | 18.3% | -2.5%

#41 Cc1c(NC(N)=O)c(=O)n(-c2ccccc2)n1C
#42 COc1ccc(C)cc1-n1nnnc1SCC(=O)Nc1cccnc1Cl
#43 Cc1ccc(-c2sc(-c3ccccc3)nc2CC(=O)Nc2ccccc2F)cc1
#44 Cc1c(NC(=O)C(C)OC(=O)C23CC4CC(CC(Br)(C4)C2)C3)c(=O)n(-c2ccccc2)n1C (stereo not given)
#45 CCNc1nc(OC)nc(N2CCC(Cc3ccccc3)CC2)n1

compound no. | 41 | 42 | 43 | 44 | 45
FEN1 inh | -12.4% | 10.1% | -0.6% | -0.1% | -9.1%
TDP1 block | 3.6% | 2.8% | -8.1% | 0.0% | 3.4%
N370S GC mod | 2.9% | -9.6% | 3.6% | 1.6% | 6.3%

#46 CCOC(=O)C1CCN(Cc2nnnn2CCc2ccccc2)CC1
#47 NNC(=O)C(Cc1c[nH]c2ccccc12)NC(=O)c1ccccc1 (stereo not given)
#48 COc1cc2c(cc1OC)CN(CC(=O)NC(=O)NCc1ccccc1)CC2
#49 Cc1ccc(CNC(=O)C2CCCN(Cc3nc(-c4cccc(C)c4)oc3C)C2)cc1 (stereo not given)
#50 CCOC(=O)c1nnn2c1nc(N1CCN(C)CC1)c1ccccc12

compound no. | 46 | 47 | 48 | 49 | 50
FEN1 inh | 22.2% | -0.8% | 4.9% | 5.4% | 0.3%
TDP1 block | 2.8% | 2.6% | 6.1% | 10.4% | 1.4%
N370S GC mod | 8.3% | 6.0% | -0.3% | x | -10.2%

#51 CC1CN(CCOc2ccc([N+](=O)[O-])cc2)CC(C)O1 (stereo not given)
#52 CC1(C)CC(=O)C=C(NNC(=O)c2cccnc2)C1
#53 Cc1cccc(-n2c(O)c(C=Nc3cc(O)ccc3C)c3ccccc3c2=O)n1
#54 COc1ccc(CCN2CCC(CNC(=O)c3cnn(-c4cccc(Cl)c4)c3C3CCN(C(=O)OC(C)(C)C)CC3)CC2)cc1
#55 CCN(CC(=O)Nc1ccc(N2CCOCC2)cc1)C(=O)Cc1ccccc1

compound no. | 51 | 52 | 53 | 54 | 55
FEN1 inh | 9.6% | -6.8% | 0.2% | 4.9% | -15.3%
TDP1 block | -2.7% | 8.9% | -2.6% | 2.1% | 1.7%
N370S GC mod | 1.7% | -14.8% | -3.2% | x | x

Of the compounds above, 16 contain a halogen:
#4 O=C(NCCCNC(=O)c1ccc(Cl)cc1Cl)c1cnccn1
#11 Cc1ccccc1C(=O)NCCc1sc(-c2ccc(Cl)cc2)nc1C
#13 Cc1nc(SC2CC(=O)N(c3cc(Cl)cc(Cl)c3)C2=O)nc2c1CCCC2 (stereo not given)
#15 COc1ccccc1N(C)S(=O)(=O)c1ccc(Cl)c(C(=O)NCC2(N(C)C)CCCCC2)c1
#18 Cc1ncc(CO)c(/C=N/NC(=S)Nc2cccc(Cl)c2)c1O
#19 CCc1noc(N)c1C(=O)Nc1ccc(Cl)cc1
#26 CC(=O)N1CCC2(CC1)OC(=O)C(C)=C2C(=O)NCc1ccccc1Cl

compound no. | 4 | 11 | 13 | 15 | 18 | 19 | 26
FEN1 inh | -11.3% | 2.7% | 0.6% | 0.1% | 5.9% | -10.5% | 15.2%
TDP1 block | 2.9% | 6.5% | 1.0% | x | 2.7% | -0.8% | 5.0%
N370S GC mod | -5.3% | x | 7.8% | -3.8% | -29.5% | 1.6% | x

#27 Cc1cc(Cl)ccc1NC(=O)CN1C(=O)C(=O)N(C2CCCC2)C1=O
#29 COc1cc(OC)c(NC(=O)c2c(C)oc3ncn(C)c(=O)c23)cc1Cl
#30 CCOC(=O)N1CCc2c(sc3c2c(=O)n(Cc2ccccc2)c(=O)n3CC(=O)Nc2ccccc2F)C1
#34 COc1cc(NC(=O)CSc2nc(-c3cccs3)cc(C(F)(F)F)n2)cc(OC)c1OC
#36 COc1cc2nc(SCC(=O)NCc3ccco3)n(Cc3ccc(Cl)cc3)c(=O)c2cc1OC
#42 COc1ccc(C)cc1-n1nnnc1SCC(=O)Nc1cccnc1Cl
#43 Cc1ccc(-c2sc(-c3ccccc3)nc2CC(=O)Nc2ccccc2F)cc1

compound no. | 27 | 29 | 30 | 34 | 36 | 42 | 43
FEN1 inh | -12.4% | -6.5% | -9.3% | -7.0% | -16.1% | 10.1% | -0.6%
TDP1 block | 1.4% | 9.0% | 3.8% | 3.2% | 4.9% | 2.8% | -8.1%
N370S GC mod | x | x | x | x | -9.7% | -9.6% | 3.6%

#44 Cc1c(NC(=O)C(C)OC(=O)C23CC4CC(CC(Br)(C4)C2)C3)c(=O)n(-c2ccccc2)n1C (stereo not given)
#54 COc1ccc(CCN2CCC(CNC(=O)c3cnn(-c4cccc(Cl)c4)c3C3CCN(C(=O)OC(C)(C)C)CC3)CC2)cc1

compound no. | 44 | 54
FEN1 inh | -0.1% | 4.9%
TDP1 block | 0.0% | 2.1%
N370S GC mod | 1.6% | x
